V-ATPase pHluor: yeast V-ATPase proton transport regulation by pHLuorin | AID 504577 | response, % at 10 µM | S. cerevisiae, pHLuorin cytosolic pH fluorescence | 350,000 tested, 0.37% active; in the data active = response mostly above about 7.3%, no sharp cut-off; inactive = mostly below about 5.4%; also: actives read high; inactives centre near 0; some compounds called inactive have numbers as strong as hits; reference of the scale not given here
HTR5A ag: activates human HTR5A in OPRM1-OPRD1 agonist counter-screen. AID 504692. HTR5A agonist assay, luminescence, cell-based. 340,000 tested, 0.61% active. activation, % at 9.3 µM. P47898; in the data active = activation mostly above about 9.5%, no sharp cut-off; inactive = mostly below about 7.6%;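 also: 0% = cells with vehicle only and 100% = reference agonist; strong numbers were not always called active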
MOR-DOR ag: agonists of human mu-delta opioid receptor heterodimerization; P35372+P41143; cells, OPRM1-OPRD1 heterodimerization, luminescence; activation, % at 9.3 µM; 340,000 tested, 0.3% active; AID 504326; in the data active = activation above about 18%;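 also: 0% = vehicle-treated cells and 100% = reference agonist; values of inactives mirror those of a sister screen read the other way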
Arrestin-AP2 inh: human beta-arrestin and AP2 interaction inhibition; AID 504490; 340,000 tested, 0.31% active; inhibition, % at 10 µM; FITC-arrestin peptide / GST-AP2 beads, flow cytometry; AP2 beta2 appendage carries R879A mutation;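 active = inhibition above a set limit, near 3 SD of compounds lacking own fluorescence, cut at about 54% in these data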;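 also: plate controls were DMSO wells for no effect and 5 µM unlabelled arrestin peptide for full effect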
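System: GST-AP2 R879A glutathione beads; medium: PBS, Tween 20 0.05%, BSA 0.1%; reagent: fluorescein-tagged arrestin peptide at 50 nM final; schedule: pre-incubation 12 min, peptide binding 1 h, room temperature; detection: flow cytometry, FL1 (488/535 nm); read-out: inhibition as reduced fluorescein signal on beads, percent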
HTR5A inv ag: counter-screen for OPRM1-OPRD1 inverse agonists: human HTR5A inverse agonism; HTR5A cell line, luminescence; 340,000 tested, 0.083% active; inhibition, % at 9.3 µM; in the data active = inhibition mostly above about 23%, no sharp cut-off; inactive = mostly below about 18%;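 also: 0% = cells with DMSO and 100% = no-cell wells with DMSO; some compounds called inactive have numbers as strong as hits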
PKA-R1A act: PKA-R1A complex activation | P00514+P68181 | PKA-R1A dissociation, Cy5-IP20 fluorescence polarization; scaled: DMSO 0%, 113 µM cGMP 100% | activation, % at 11.4 µM | 340,000 tested, 0.083% active | AID 504707;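 active = percent activation above the mean of all tested compounds plus 3 SD, cut at about 19% in these data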;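 also: higher means more PKAc released from R1A so a rise in polarization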
PKA-R2B act: PKA-R2B complex activation | PKA-R2B holoenzyme dissociation, Cy5-IP20 fluorescence polarization; R2B truncated from residue 108, S112A mutant; 0% DMSO only, 100% 113 µM cGMP | 340,000 tested, 0.079% active | activation, % at 11.4 µM | AID 504700;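 active = activation above a cutoff set at the mean over all compounds plus 3 SD, cut at about 18% in these data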;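 also: higher means more holoenzyme dissociation and a rise in polarization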
DAGLB inh: diacylglycerol lipase beta (human) inhibition. HEK293T DAGLB membrane lysate, EnzChek fluorogenic substrate. inhibition, % at 5.17 µM. 340,000 tested, 0.059% active. AID 504411; in the data active = inhibition above about 34%;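 also: 0% = enzyme with vehicle and 100% = wells lacking enzyme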
Pemphigus Ab inh: blocks pemphigus antibody binding to human desmoglein-3 | P32926 | DSG3-coupled beads, scFv-anti-DSG3-GFP binding, flow cytometry; hits give low values | binding (percent of control), % at 10 µM | 310,000 tested, 0.48% active | AID 588358;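 active = binding more than 3 SD below its plate's average and above zero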;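 also: hits lower antibody fragment binding to DSG3; some compounds called inactive have numbers as strong as hits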
Target sequence (P32926 whole entry, looked up, the tested form may be a part): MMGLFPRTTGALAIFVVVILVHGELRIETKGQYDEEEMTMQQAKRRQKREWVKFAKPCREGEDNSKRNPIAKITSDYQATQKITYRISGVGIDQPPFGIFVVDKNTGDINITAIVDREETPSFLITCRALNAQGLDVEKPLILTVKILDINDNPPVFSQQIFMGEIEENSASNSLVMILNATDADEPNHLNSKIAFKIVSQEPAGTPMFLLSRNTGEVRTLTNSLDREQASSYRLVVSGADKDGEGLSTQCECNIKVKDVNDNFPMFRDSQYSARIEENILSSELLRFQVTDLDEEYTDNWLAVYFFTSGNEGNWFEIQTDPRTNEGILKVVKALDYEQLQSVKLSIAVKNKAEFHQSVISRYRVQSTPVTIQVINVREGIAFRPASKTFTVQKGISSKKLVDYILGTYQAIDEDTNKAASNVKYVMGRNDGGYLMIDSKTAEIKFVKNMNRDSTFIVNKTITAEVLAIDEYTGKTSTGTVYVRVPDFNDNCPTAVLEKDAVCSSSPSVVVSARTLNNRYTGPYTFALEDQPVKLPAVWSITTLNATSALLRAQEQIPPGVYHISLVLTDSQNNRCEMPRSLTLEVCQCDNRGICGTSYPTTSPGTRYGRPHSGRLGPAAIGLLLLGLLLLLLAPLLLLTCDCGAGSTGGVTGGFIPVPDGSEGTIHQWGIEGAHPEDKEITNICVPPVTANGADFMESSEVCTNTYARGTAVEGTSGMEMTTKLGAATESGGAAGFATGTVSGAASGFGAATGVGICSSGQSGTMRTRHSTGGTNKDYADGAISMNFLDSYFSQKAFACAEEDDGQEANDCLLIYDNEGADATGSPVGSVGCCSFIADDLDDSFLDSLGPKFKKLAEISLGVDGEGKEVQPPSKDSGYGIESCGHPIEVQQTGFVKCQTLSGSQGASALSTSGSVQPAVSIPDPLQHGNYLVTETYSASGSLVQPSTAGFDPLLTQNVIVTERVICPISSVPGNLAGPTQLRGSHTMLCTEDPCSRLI
MOR-DOR inv ag: inverse agonist of human OPRM1-OPRD1 heterodimerization; P35372+P41143; cell-based MOR-DOR heterodimer luminescence, inverse agonism; inhibition, % at 9.3 µM; 340,000 tested, 0.21% active; in the data active = inhibition above about 22%, passing the limit was not always enough;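 also: 0% = cells with DMSO and 100% = wells without cells with DMSO; values of inactives mirror those of a sister screen read the other way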
The depositor's hits bear a star; / = no result given. Hits appear at their usual frequency; about 2.4% have a hit in one of these screens.

SMILES	V-ATPase pHluor	HTR5A ag	MOR-DOR ag	Arrestin-AP2 inh	HTR5A inv ag	PKA-R1A act	PKA-R2B act	DAGLB inh	Pemphigus Ab inh	MOR-DOR inv ag
NC(=S)N/N=C/c1cc([N+](=O)[O-])ccc1OCCOc1ccccc1	2	2	-1.8	0	-4	-1	-8	4	99	7
COc1cccc(-n2nnc3c(=O)n(Cc4ccc(Cl)cc4)cnc32)c1	-3	-4	-1.6	-7	19	-1	-14	-12	98	8
Cc1nnc(N2C(=O)C(O)=C(C(=O)c3ccco3)C2c2cccc([N+](=O)[O-])c2)s1 (configuration not stated)	4	-1	-0.6	6	0	-8	-2	3	122	3
COc1cccc(OC)c1C(=O)Nc1ccncc1	0	9	-2.1	-2	-23	5	-5	2	/	10
O=C(Nc1ccc2[nH]ccc2c1)c1ccccc1	4	-3	-1.9	-4	10	-4	-1	0	107	10
CNS(=O)(=O)c1cc(OCC(N)=O)c(C)cc1Cl	-2	-1	-2.1	36	6	-3	-4	1	/	12
CC(=O)c1cccc(NC(=O)c2ccco2)c1	-2	-1	-2.3	-5	2	3	-15	-1	106	12
Cc1cc(C(=O)OCC(=O)N2CCCC2)c2ccccc2n1	-1	3	0.3	23	-2	-15	-13	-2	105	-2
Cc1cc(C)n2nc(C(=O)OCC(=O)c3ccc(F)cc3)nc2n1	2	-3	-0.1	-4	9	-9	-7	2	82	1
COc1ccc(-n2c(COc3ccc(C)cc3)nnc2SCC(N)=O)cc1	-1	0	-2.1	27	-20	1	2	-2	101	9
COc1cccc(OC)c1C1=NC(C)(C)CO1	-4	-1	-3.3	37	-2	-8	-5	-2	106	17
CC(=O)Nc1ccc(C=Cc2ccc([N+](=O)[O-])cc2)cc1	6	/	/	/	/	16	5	3	101	/
S=C(Nc1ccc2snnc2c1)N1CCN(c2ccccn2)CC1	-5	1	0.1	-2	-16	-10	7	-6	592	0
CC(=O)Oc1ccc(C(=O)c2ccccc2)c(OC(C)=O)c1	2	6	1.1	2	-17	0	-10	-3	99	-8
Cc1cccc(OCC(=O)Nc2ccc(S(=O)(=O)Nc3cc(C)nc(C)n3)cc2)c1	1	-4	-1.8	11	9	2	0	2	114	9
COc1ccccc1OCC(=O)Nc1ccc2c(c1)C(=O)N(CC1CCCO1)C2=O (configuration not stated)	2	-2	-2.1	27	-17	-3	-9	-3	117	10
NC(=O)c1nsc(C(=O)N(CC(=O)NCc2ccccc2)c2ccc(F)cc2)c1N	2	-1	-1.3	-1	4	4	-2	-1	/	8
COc1cc(/C=C(/C#N)c2nc3ccccc3[nH]2)ccc1OCc1ccc(C(=O)O)o1	1	2	3.3	0	2	2	1	0	104	-17
CCOc1cccc2cc(C(=O)Oc3ccc(OC)cc3)c(=O)oc12	3	6	-0.6	-1	24	-3	-6	-2	97	3
CCCOc1ccc(-c2nnc(-c3ccco3)o2)cc1	-2	1	-0.3	0	-4	4	-3	-13	104	2
[O-]/C(=C(\C(=S)Nc1cccc2ccccc12)[n+]1ccccc1)c1ccc(Cl)s1	0	4	0.9	-10	-13	-8	-17	2	98	-5
O=[N+]([O-])c1cc(CN2CCN(c3ccccc3)CC2)c(O)c2ncccc12	6.6*	-1	6.1	7	3	-8	-2	7	97	-35
COc1ccc(NC(=O)CN(C)C(=O)CCSc2ccc(F)cc2)cc1	11	-2	0.1	37	-24	-6	-1	2	100	-1
CCOC(=O)c1c(NC(C)=O)sc2c1CCC(C=O)=C2Sc1ccccc1	1	6	2.5	11	-10	8	-5	-4	99	-14
O=C(CCn1c(=O)c2sccc2n(CC(=O)OCc2ccccc2)c1=O)NCc1ccccc1	-1	0	2.2	32	0	-1	-6	1	/	-13
Cc1cc2oc(C(=O)NCC(c3ccco3)N3CCCC3)c(C)c2cc1C (configuration not stated)	1	/	/	/	/	-17	2	-10	104	/
O=C(CSCc1ccccc1)N1CCc2ccccc21	-2	2	0.5	31	-1	4	-10	-6	87	-3
CC(C)OC(=O)c1ccc(N)cc1	1	1	-1.9	9	-4	5	-10	-1	101	9
CCCC(=O)n1nc(-c2cccnc2)nc1NCc1ccc(OC)cc1	-1	-3	1.8	2	20	-6	-4	-5	111	-9
CCOC(=O)Cc1csc(NC(=O)c2ccc(Cl)s2)n1	-3	-4	0.6	-17	15	-2	-5	-7	103	-3
COc1ccc(-c2cc3ccccc3oc2=O)cc1NC(=O)c1ccc([N+](=O)[O-])o1	/	0	7.0	4	-24	2	5	8	92	-40
CSC1=NC(C)(C)C=C(/C=C/c2ccc(Cl)cc2)N1	-2	-2	-0.8	-5	5	-13	-1	-1	97	4
Cn1c(=O)[nH]c2ccc([N+](=O)[O-])nc21	2	-1	-3.0	-9	3	2	-18	1	104	18
CCCCn1c(-c2csc(C(C)C)c2)n[nH]c1=S	2	-2	0.9	15	18	-10	-4	-1	97	-5
CN1CCN(S(=O)(=O)c2cccc(C(=O)Oc3cccc(Br)c3)c2)CC1	-8	-5	1.2	1	14	1	-1	-1	112	-6
CON(C)C(=O)CC(CN(Cc1ccccc1)C(=O)OC(C)(C)C)c1ccc(Cl)cc1 (configuration not stated)	-4	0	7.5	1	-1	-2	-2	-9	99	-35
CC(C)NC(=O)N(C)C[C@@H]1Oc2ncc(-c3cccc(C#N)c3)cc2C(=O)N([C@H](C)CO)C[C@@H]1C	-1	/	/	/	/	3	6	3	/	/
CC(=O)Nc1ccc(/C=C/c2nc3ccccc3[nH]c2=O)cc1	1	-1	0.1	2	2	0	-5	1	/	-1
O=C(NC(Cc1ccccc1)C(=O)O)/C(=C/c1cccc([N+](=O)[O-])c1)NC(=O)c1ccco1 (configuration not stated)	-3	3	1.6	-6	0	4	-8	0	103	-13
Cc1c(C(=O)O)oc2c1C(=O)CC(C)(C)C2	0	7	-2.0	-20	7	3	9	-2	97	10
Cc1ccc2oc(=O)c3cnn(CC(=O)Nc4cc(-c5cccc(F)c5)no4)c3c2c1	-2	0	-0.9	0	-8	-7	-3	2	85	5
O=[N+]([O-])C(/C=C(\Cl)[N+](=O)[O-])=C(N1CCCCC1)N1CCCCC1	-2	2	1.4	-6	9	0	-11	3	104	-7
Cc1ccc(NC(=O)COC(=O)CCC(=O)c2ccc(Cl)cc2)cc1S(=O)(=O)N(C)C	3	1	-0.7	-3	4	-2	-6	-5	100	4
CCOCCCNC(=O)c1ccc2c(=O)n(Cc3ccc(OC)cc3)c(=O)[nH]c2c1	-2	2	-3.9	31	4	6	6	2	103	20
Cn1c(SCC(N)=O)nnc1C1CCN(S(=O)(=O)c2ccccc2C(F)(F)F)CC1	-3	1	-0.1	1	-4	5	2	-1	114	1
Cc1cc(C)nc(/N=C(\N)Nc2cccc(OCc3ccccc3)c2)n1	0	0	-1.0	-10	8	6	-18	0	104	5
O=C(Nc1ccccc1)Nc1ccc(-n2ccc(C(F)(F)F)n2)cc1	-5	-2	6.2	8	-25	8	-5	-10	93	-31
COc1ccc(N2CC(C(=O)NCCCN3CCOCC3)CC2=O)cc1 (configuration not stated)	2	0	-2.1	-6	13	4	-9	-1	100	10
O=c1c2c(-c3ccc([N+](=O)[O-])cc3)csc2nc2n1CCCCC2	-3	-2	-1.3	-23	-24	-1	8	-1	118	6
O=C(Nc1ccccc1)Nc1ccc2ocnc2c1	1	-1	-1.7	18	2	0	-9	0	105	9
Cc1cccc(-n2ccnc2SCC(=O)Nc2nccs2)c1	0	-7	0.3	-4	16	-5	1	1	96	-2
CCN(CC)c1ccc(C=N/C(C#N)=C(\N)C#N)cc1	-1	2	-2.4	22	-18	1	3	0	98	14
CCn1c(COc2ccc(Cl)cc2)nnc1SCC(=O)Nc1ccc2c(c1)OCCO2	-2	-1	1.7	1	3	0	-11	-4	104	-9
O=C(CNS(=O)(=O)c1ccc2ccccc2c1)OCc1csc(-c2ccccc2)n1	-1	2	3.6	15	-8	-9	-3	-3	102	-21
CCCCc1cc(=O)oc2cc(OCC(=O)N3CCC(C(=O)O)(c4ccccc4)CC3)ccc12	0	0	-3.2	-2	-8	-10	-4	4	105	16
Cn1c(SCC(=O)N2CCOCC2)nnc1-c1ccncc1	-3	-3	-2.2	2	8	6	-1	-3	107	12
CC(=O)Nc1ccc(S(=O)(=O)NC(CSc2ccc(C(=O)O)cc2[N+](=O)[O-])C(=O)O)cc1 (configuration not stated)	0	-2	-3.9	-6	8	7	-3	0	98	23

Structural class, the entries above containing a furan ring, fused or not
SMILES	V-ATPase pHluor	HTR5A ag	MOR-DOR ag	Arrestin-AP2 inh	HTR5A inv ag	PKA-R1A act	PKA-R2B act	DAGLB inh	Pemphigus Ab inh	MOR-DOR inv ag
Cc1nnc(N2C(=O)C(O)=C(C(=O)c3ccco3)C2c2cccc([N+](=O)[O-])c2)s1 (configuration not stated)	4	-1	-0.6	6	0	-8	-2	3	122	3
CC(=O)c1cccc(NC(=O)c2ccco2)c1	-2	-1	-2.3	-5	2	3	-15	-1	106	12
COc1cc(/C=C(/C#N)c2nc3ccccc3[nH]2)ccc1OCc1ccc(C(=O)O)o1	1	2	3.3	0	2	2	1	0	104	-17
CCCOc1ccc(-c2nnc(-c3ccco3)o2)cc1	-2	1	-0.3	0	-4	4	-3	-13	104	2
Cc1cc2oc(C(=O)NCC(c3ccco3)N3CCCC3)c(C)c2cc1C (configuration not stated)	1	/	/	/	/	-17	2	-10	104	/
COc1ccc(-c2cc3ccccc3oc2=O)cc1NC(=O)c1ccc([N+](=O)[O-])o1	/	0	7.0	4	-24	2	5	8	92	-40
O=C(NC(Cc1ccccc1)C(=O)O)/C(=C/c1cccc([N+](=O)[O-])c1)NC(=O)c1ccco1 (configuration not stated)	-3	3	1.6	-6	0	4	-8	0	103	-13
Cc1c(C(=O)O)oc2c1C(=O)CC(C)(C)C2	0	7	-2.0	-20	7	3	9	-2	97	10

From PubChem
